# Assay outcomes: PubChem BioAssay, National Center for Advancing Translational Sciences (NCATS)
# TDP43 rescue: qHTS of TDP-43 Inhibitors | TDP-43 expressing yeast growth rescue, BacTiter-Glo, 24 h | 410,000 tested, 1.8% active | Potency, µM (top dose mostly 46.1 µM), for the others: at the highest dose growth rescue (activation), hits mostly activators; also: % of control where 0% means no effect; nearly all actives have a fitted effect of over 50% in size
#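 Yeast expressing TDP-43 (pregrown in raffinose, seeded at OD600=0.02 in galactose medium) exposed to compounds 24 hr at 30 deg C. Growth read by BacTiter-Glo luminescence; rescue of toxicity appears as increased signal.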
# EPAC1 antag: qHTS for Antagonist of cAMP-regulated guanine nucleotide exchange factor 3 (EPAC1): primary screen. Potency, µM (series often up to 115 µM), inactives show at the top dose activity change, negative = inhibition, usual class: inhibitors. EPAC1 GEF assay, Rap1b-BODIPY-GDP exchange fluorescence. 360,000 tested, 0.14% active;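 also: plate controls were vehicle for no effect and positive control for full effect; nearly all actives have a fitted effect of over 50% in size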
# FUS suppressor: qHTS for Suppressors of FUS Proteinopathy: Primary screen using FUS-linked yeast assay. S. cerevisiae FUS-expressing, growth rescue, OD600, 24 h. 390,000 tested, 0.24% active. Potency, µM (top dose mostly 76.6 µM), for the others: at the top dose growth rescue (activation), most hits filed as activators;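 also: plate controls were DMSO vehicle for no effect and reference control for full effect; nearly all actives have a fitted effect of over 55% in size; some results filed as inactive show a strong effect at the top dose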
#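 Quantitative HTS measuring growth restoration of FUS-toxic yeast. Galactose-induced cells (OD 0.005) were exposed 24hr at 30C to compounds at several concentrations, then absorbance at 600 nm was recorded.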
# EPAC2 agonist: qHTS for Agonist of cAMP-regulated guanine nucleotide exchange factor 4 (EPAC2): primary screen; Rap guanine nucleotide exchange factor 4 (Homo sapiens), Q8WZA2; EPAC2 activation, biochemical qHTS; response scale: 100% = 6.5 mM cAMP response; Potency, µM (highest dose often 154 µM), inactives show at the top dose activation, actives largely listed as activators; 360,000 tested, 0.079% active; AID 720711, 2013; also: nearly all actives have a fitted effect of over 50% in size
#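 In this primary screen, activation is scored as increased exchange of BODIPY-GDP from Rap1B by 100 nM EPAC2, with 50 uM GDP as competitor. Signal is normalized to the 6.5 mM cAMP agonist control.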
# EPAC2 antagonist: qHTS for Antagonist of cAMP-regulated guanine nucleotide exchange factor 2 (EPAC2): primary screen. Rap guanine nucleotide exchange factor 4 (Homo sapiens), Q8WZA2. EPAC2 GEF exchange of Rap1B-BODIPY-GDP, fluorescence. Potency, µM (titrated, usually from 114 µM), without a hit: at the top dose activity, negative = inhibition, actives largely listed as inhibitors. 360,000 tested, 0.18% active. AID 720708, 2013; also: % is scaled to controls: 0 for no effect and ±100 for the full control effect; nearly all actives have a fitted effect of over 45% in size; many of its hits are not listed in these tables
# PTHR1 agonist: qHTS for PTHR1 Agonists: Primary Screen; 410,000 tested, 0.075% active; Parathyroid hormone/parathyroid hormone-related peptide receptor (Homo sapiens), Q03431; HEK293 GP2 PTHR1 cells, GloSensor cAMP luminescence, 1 h; Potency, µM (titrated, usually from 115 µM), without a hit: at the top dose activation, actives largely listed as activators; AID 743266, 2014; also: nearly all actives have a fitted effect of over 55% in size; some results filed as inactive show a strong effect at the top dose; inactives centre near -15; many of its hits are not listed in these tables
# Target sequence (Q03431 whole entry, looked up): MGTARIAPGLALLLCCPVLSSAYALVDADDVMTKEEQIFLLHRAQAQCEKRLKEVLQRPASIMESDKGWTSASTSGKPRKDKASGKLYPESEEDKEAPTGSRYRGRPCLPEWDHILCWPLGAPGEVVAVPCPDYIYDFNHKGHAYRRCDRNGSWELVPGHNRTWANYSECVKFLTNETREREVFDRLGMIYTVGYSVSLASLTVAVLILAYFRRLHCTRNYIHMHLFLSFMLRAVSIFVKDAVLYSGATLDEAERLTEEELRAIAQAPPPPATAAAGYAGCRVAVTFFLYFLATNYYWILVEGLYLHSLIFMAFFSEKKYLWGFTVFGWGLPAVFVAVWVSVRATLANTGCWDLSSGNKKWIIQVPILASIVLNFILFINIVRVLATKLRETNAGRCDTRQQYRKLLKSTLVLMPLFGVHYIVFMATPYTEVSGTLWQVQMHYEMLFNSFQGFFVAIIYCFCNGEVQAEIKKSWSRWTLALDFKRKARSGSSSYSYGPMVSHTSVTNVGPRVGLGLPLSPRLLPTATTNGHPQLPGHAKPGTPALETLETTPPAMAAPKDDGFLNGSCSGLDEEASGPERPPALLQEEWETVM
#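 HEK-293-derived GP2 cells expressing PTHR1 and a GloSensor cAMP reporter, 3,000/well, plated overnight, given luciferin plus IBMX (each 0.5 mM as added) for 1 h at 37 °C, then compound for 1 h at 37 °C. Luminescence was read after 15 min at room temperature.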
# EPAC1 ag: qHTS for Agonist of cAMP-regulated guanine nucleotide exchange factor 3 (EPAC1): primary screen. Rap guanine nucleotide exchange factor 3 (Homo sapiens), O95398. EPAC1 agonist qHTS, biochemical assay; response scale: 100% = response to 6.5 mM cAMP. Potency, µM (series often up to 154 µM), for inactives: top-dose activation, hits mostly activators. 360,000 tested, 0.073% active. AID 720707, 2013; also: nearly all actives have a fitted effect of over 60% in size
#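 Nucleotide exchange assay: 100 nM EPAC1 with 250 nM Rap1B loaded with BODIPY-GDP and 50 uM GDP, room temperature. Fluorescence (480/540 nm) read every 5 min for 30 min; signal change normalized to 6.5 mM cAMP as full agonist.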
# aSyn rescue: qHTS of alpha-syn Inhibitors; 370,000 tested, 0.14% active; Yeast expressing alpha-synuclein, growth rescue, BacTiter-Glo, 24 h; AID 652106, 2013; Potency, µM (titrated, usually from 46.1 µM), without a hit: top-dose growth rescue (activation), actives largely listed as activators; also: % of control where 0% means no effect; nearly all actives have a fitted effect of over 65% in size
#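 Rescue of yeast growth: cells expressing toxic alpha-synuclein, induced in galactose at OD600 0.02, incubated with compound 24 h at 30 C. ATP luminescence quantified growth; inhibitors of toxicity appear as activators.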
# * marks the source's active call; other numbers are inactive results; i = inactive; ? = inconclusive; nt = no result given; [ ] = dose if it differs, or a comment. Calls follow the shape of the dose curve; as a rule, active = well fitted curve in the direction sought with a large enough effect; inconclusive = small, poorly fitted or top-dose-only effect, or another doubt; inactive = no such curve, though single readings can be large; an effect the other way counts as inactive or inconclusive. Potency is read from the fitted curve at half-maximal effect. Some of the compounds tested. The share of hits here may be higher or lower than overall.
SMILES,TDP43 rescue,EPAC1 antag,FUS suppressor,EPAC2 agonist,EPAC2 antagonist,PTHR1 agonist,EPAC1 ag,aSyn rescue
CC(C)=CCC/C(C)=C/CNC(=O)C[C@H]1C[C@H](C(=O)N2CCOCC2)[C@@]2(CCC3CCCC3)c3[nH]c4cc(CCC(=O)N(C)C)ccc4c3CCN2C1=O,20%,-5%,?,-6%,-6%,i,-12%,-5%
COc1cc(C(=O)NCc2nnc(SCC(=O)Nc3cccc(C)c3)o2)cc(OC)c1OC,-6%,6%,8%,4%,4%,0%,3%,0%
CCOc1ccc(N(Cc2cc3cc(OC)ccc3[nH]c2=O)C(=O)C2CCCO2)cc1 (configuration not stated),11%,-8%,5%,6%,-6%,i,3%,3%
C=CCSc1nc2sc(C)c(C)c2c(=O)n1N,-18%,-15%,nt,3%,23%,-25%,2%,-4%
CCNC(=O)COC(=O)c1cc(C)nc2ccccc12,-1%,13%,-2%,0%,-5%,i,11%,-6%
CC1(C(=O)NS(=O)(=O)Cc2cccc(Cl)c2)CCN1C(=O)c1cccc(F)c1 (configuration not stated),12%,6%,-15%,3%,21%,i,-8%,-3%
Cc1ccc2nc(NC(=O)CN3C(=O)NC4(CCCCC4)C3=O)sc2c1,-17%,0%,12%,-4%,-4%,-10%,2%,-1%
Cc1ccccc1C(=O)NNC(=S)Nc1cccc(C(F)(F)F)c1,?,-3%,12%,-9%,-10%,-16%,-12%,3%
O=C(Cc1ccc(Cl)cc1)NCCCn1ccnc1,-14%,-2%,3%,11%,4%,i,5%,4%
O=C(Cc1ccc(-c2ccccc2)cc1)NC1CCCC1,24%,-8%,-2%,-4%,10%,-10%,-5%,7%
CCOc1ccccc1Nc1nnc(SCC(=O)Nc2ccc3[nH]c(=O)[nH]c3c2)s1,-5%,-14%,22%,0%,9%,i,-3%,2%
CC(C)C(NS(=O)(=O)c1ccccc1)C(=O)N1CCCC1 (configuration not stated),-22%,-10%,3%,2%,13%,-4%,-3%,0%
CC/S(=N\S(=O)(=O)c1ccc(C)cc1)c1ccccc1 (configuration not stated),13%,-1%,-4%,2%,9%,i,15%,0%
FC(F)(F)c1cccc(Cn2nnnc2-c2cc(Cl)cc(Cl)c2)c1,?,-6%,-3%,13%,-8%,-20%,11%,15%
Cc1cc(C)cc(C(=O)NCC(=O)OCC(=O)N(C)C2CCS(=O)(=O)C2)c1 (configuration not stated),2%,1%,-15%,-8%,5%,-21%,3%,0%
O=C(O)c1cc(O)ccc1NC(=O)C1CCCO1 (configuration not stated),25%,-9%,-20%,8%,2%,4%,-6%,1%
CCOC(=O)c1cnc2c(cnn2C)c1NCCC#N,9%,-5%,4%,-14%,-1%,-5%[57.5 µM],-6%,8%
CCn1cc(C(=O)N2CCCC2)c(=O)c2cc(S(=O)(=O)N3CC(C)CC(C)C3)ccc21 (configuration not stated),-14%,-8%,-1%,-2%,0%,0%,3%,-3%
Nc1nc(CN2CCN(c3ccccc3)CC2)nc(N2CCCc3ccccc32)n1,8%,7%,21%,-5%,-6%,-18%[57.5 µM],5%,-3%
Cc1cc(C)n2nc(-c3ccccc3)cc2n1,16%,-2%,8%,0%,5%,i,6%,-1%
Cc1cc(OCC(=O)N2CCN(c3cccc(Cl)c3)CC2)c2c(C)c(C)c(=O)oc2c1,-6%,12%,-12%,-2%,9%,i,-1%,0%
O=C(CCC(=O)N(CC(=O)NC1CCCC1)c1ccc(F)cc1)Nc1nccs1,-6%,-2%,6%,0%,-19%,i,4%,2%
Cc1nn(Cc2noc(C(=O)NCCCn3ccnc3)n2)c(C)c1Br,-5%,-24%,-6%,11%,0%,i,14%,4%
O=c1[nH]c(SCc2n[nH]c(=S)n2-c2ccccc2)nc2sc3c(c12)CCC3,-5%,-21%,19%,1%,-15%,?,1%,-3%
CN(C)c1nc2n(c(=O)n1)CCS2,3%,8%,-11%,5%,2%,i,-8%,-11%
CC(=O)Nc1cccc(C(=O)Nc2ccc(S(=O)(=O)N3CCCCC3)cc2)c1,23%,4%,24%,4%,-1%,i,9%,0%
CCN(Cc1ccccc1)C(=O)C1CCN(Cc2sccc2C)CC1,2%,-2%,nt,-4%,-2%,i,-3%,-3%
CCOC(=O)N1CCN(S(=O)(=O)c2ccc(OCC(=O)OC)c(C)c2)CC1,-7%,5%,-12%,-11%,6%,i,1%,10%
COCCN(C(=O)COC(=O)/C=C/c1ccco1)c1c(N)n(Cc2ccccc2)c(=O)[nH]c1=O,10%,11%,20%,5%,5%,i,1%,2%
Cc1ccc(/C=N/NC(=O)c2ccc(NC(=O)c3ccccc3Cl)cc2)o1,3%,6%,15%,3%,0%,-19%,-6%,2%
CN(C)c1ccc(/C=C(\C#N)c2ccccc2)cc1,-2%,0%,-23%,12%,-5%,-52%[inhibitor],-6%,-20%
Cc1ccc(C(=O)NCCSc2ccc(Cl)cc2)cc1[N+](=O)[O-],?,-6%,3%,14%,-6%,-5%,10%,-8%
C=CCn1c(SCC(=O)NC(=O)c2cccc([N+](=O)[O-])c2)nnc1-c1ccccc1,-19%,0%,nt,4%,-9%,-13%,1%,0%
CN(C)CCCNc1cc(C(C)(C)C)nc2c(-c3ccc(Cl)cc3)cnn12,-13%,-1%,31%,-10%,-10%,0%,-2%,-25%
Cc1ccc(C(=O)N/C(=C\c2cn(C)c3ccccc23)C(=O)N2CCN(C)CC2)cc1,-8%,4%,-5%,10%,-2%,i,6%,-1%
Cc1cnnc2ccc3c(no[n+]3[O-])c12,18%,-2%,nt,4%,-2%,-21%,1%,8%
c1ccc2c(c1)CCN(C1=Nc3cccc4cccc1c34)C2,-20%,-12%,1%,17%,-10%,-1%,13%,-5%
CC1(C)CC(=O)C(CC(=O)Nc2cc(C(F)(F)F)ccc2Cl)C(=O)C1,-24%,-15%,15%,7%,26%,-36%[inhibitor],-2%,-4%
O=C(O)c1c[nH]c2ccc(F)cc2c1=O,-16%,-2%,8%,8%,-1%,-19%,-1%,2%
OCC1(Cc2ccccc2)CCCN(Cc2cn[nH]c2-c2ccccc2)C1 (configuration not stated),-25%,?,15%,6%,-8%,?,-13%,-5%
O=S(=O)(Cc1nnnn1-c1ccc(Br)cc1)c1ccc(F)cc1,-11%,5%,nt,-3%,5%,i,-5%,13%
O=c1[nH]c2cc3c(cc2cc1CN(Cc1cccs1)Cc1nnnn1Cc1ccco1)OCCO3,-5%,17%,18%,-3%,13%,i,1%,1%
O=S(=O)(NCC(c1ccc2c(c1)OCO2)N1CCOCC1)c1ccc(F)cc1 (configuration not stated),-23%,-11%,-4%,-9%,8%,i,-1%,0%
O=C(NCCc1ccccc1)C1CCC(Cn2c(=O)c3ccccc3n(Cc3cccc(Cl)c3)c2=O)CC1 (configuration not stated),-15%,-14%,3%,-6%,7%,0%,-3%,-2%
OCC(CO)c1cnnc2ccccc12,-13%,6%,nt,5%,17%,-5%,-3%,10%

# Results in EPAC1 ag and PTHR1 agonist, for 4 of the compounds above:
Compound | EPAC1 ag | PTHR1 agonist
Cc1ccc(C(=O)N/C(=C\c2cn(C)c3ccccc23)C(=O)N2CCN(C)CC2)cc1 | 6% | i
Cc1cnnc2ccc3c(no[n+]3[O-])c12 | 1% | -21%
c1ccc2c(c1)CCN(C1=Nc3cccc4cccc1c34)C2 | 13% | -1%
CC1(C)CC(=O)C(CC(=O)Nc2cc(C(F)(F)F)ccc2Cl)C(=O)C1 | -2% | -36%[inhibitor]

# The list continues.
SMILES,TDP43 rescue,EPAC1 antag,FUS suppressor,EPAC2 agonist,EPAC2 antagonist,PTHR1 agonist,EPAC1 ag,aSyn rescue
COc1ccc(N=[N+]([O-])c2ccc(OC)cc2)cc1,-17%,-13%,-1%,11%,-5%,-22%,0%,-10%
CN(C)CCCN(C(=O)c1ccc(S(=O)(=O)N(C)Cc2ccccc2)cc1)c1nc2c(F)cccc2s1,-40%[inhibitor],?,20%,6%,12%,-68%[inhibitor],-13%,1%
O=C(NC1CCCN(CCc2ccccc2)C1)c1c(F)cccc1F (configuration not stated),4%,1%,-5%,8%,7%,i,3%,-30%
O=C(Nc1cc(Cl)ccc1Cl)C1CCCO1 (configuration not stated),0%,4%,-9%,6%,4%,-4%,3%,0%
COC(=O)Nc1ccc(S(=O)(=O)NCCO)cc1,-12%,-2%,12%,10%,-1%,i,11%,-6%
Cn1cnc(S(=O)(=O)Nc2ccc(OC(F)F)cc2)c1,-20%,3%,7%,2%,9%,i,-4%,4%
COc1ccc(/C=C2\N=C(C)OC2=O)cc1OC,27%,1%,-7%,6%,6%,i,1%,3%
O=C1CCC(CCC(=O)N2CCCC(C(=O)c3ccc4c5c(cccc35)CC4)C2)=NN1 (configuration not stated),4%,-26%,27%,12%,-2%,-72%[inhibitor],12%,-1%
Cc1ccccc1-c1nc(CS(=O)(=O)CC(=O)NCc2ccc3c(c2)OCO3)c(C)o1,-22%,3%,3%,-8%,24%,i,-12%,0%
Cc1cc(C(=O)OCC(=O)NCc2ccc(F)cc2)c2ccccc2n1,20%,-4%,2%,-1%,-11%,-13%,-7%,10%
NC(=O)N1CCCC1C(=O)Nc1ccc(Cl)c(Cl)c1 (configuration not stated),8%,-7%,1%,-5%,-7%,-28%[57.5 µM],6%,-11%
CC1CN(C(=O)c2cc([N+](=O)[O-])cc([N+](=O)[O-])c2)CC(C)O1 (configuration not stated),3%,3%,-18%,0%,-1%,i,15%,-4%
Cc1cc(OCc2cc(C(=O)NCC3(C)COC3)no2)cc(C)c1Cl,?,-5%,25%,-5%,-16%,-93%[inhibitor],-1%,1%
